N-glyco inh: increase of ERlucT glycosylation luciferase signal, primary screen, N-linked glycosylation inhibitor project, D54 ERlucT cells, luminescence, set 2; D54 ERlucT glycosylation luciferase reporter, 24 h; percent of 100 nM tunicamycin response; reporter increase, % at 12.5 µM; 360,000 tested, 0.23% active; AID 588692, 2011;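 active = mean luciferase reporter signal, scaled so untreated is 0 and the glycosylation-blocking control 100, at or above a set limit in every replicate; inconclusive = mean reaches the limit but not every replicate does; inactive = mean below the limit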;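 note: luciferase carries N-glycosylation sites so blocking glycosylation raises the light; 0% = median of neutral control wells and 100% = median of 100 nM tunicamycin wells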
MC4R barr agon: MC4R agonists recruiting beta-arrestin, primary screen, cell-based, luminescence, agonist arm of biased-ligand search | Melanocortin receptor 4 (Homo sapiens), P32245 | U2OS MC4R beta-arrestin complementation; percent of melanotan II response, DMSO zero | activation, % at 8.9 µM | 360,000 tested, 0.98% active;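 active = activation above a per-plate cutoff, the mean activation of sample wells on that plate plus 3 SD, cut at about 8% in these data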
Target sequence (P32245 whole entry, looked up): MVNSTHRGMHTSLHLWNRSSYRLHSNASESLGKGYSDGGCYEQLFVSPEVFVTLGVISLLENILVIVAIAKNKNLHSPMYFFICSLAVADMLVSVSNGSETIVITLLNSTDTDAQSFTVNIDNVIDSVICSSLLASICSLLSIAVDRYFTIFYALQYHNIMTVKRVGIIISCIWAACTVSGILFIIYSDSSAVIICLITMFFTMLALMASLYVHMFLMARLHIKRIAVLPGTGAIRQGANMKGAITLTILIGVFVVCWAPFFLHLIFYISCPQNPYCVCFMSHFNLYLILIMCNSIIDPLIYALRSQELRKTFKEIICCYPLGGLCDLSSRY
Exocytosis inh: LAMP-1 surface exposure blockers, TALL-104 cells – cell-based, flow cytometry, MLPCN library, primary screen; TALL-104 LAMP-1 surface exposure; cells stimulated with thapsigargin and PMA; 360,000 tested, 0.66% active; AID 651702, 2012; inhibition, % at 10 µM;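 active = inhibition above about 55%, limit read from the data; inconclusive = no clear call, values can overlap the other calls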
ABCB6 inh MLPCN: ABCB6 transporter inhibitors, primary screen, K562-ABCB6 cells, flow cytometry, MLPCN library | fluorescence ratio to DMSO, % at 10 µM | 360,000 tested, 0.19% active | AID 602162, 2011 | K562-ABCB6 porphyrin accumulation, 1 h; stronger effect = lower value;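 active = fluorescence ratio to DMSO below 75%, the collection mean minus 3 SD; inconclusive = too few cells collected in the well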;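 note: signal is porphyrin accumulated inside mitochondria; 100% equals median channel fluorescence of DMSO control wells; lower ratio means ABCB6 inhibition with less porphyrin fluorescence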
aDG glyco up: activators of alpha-DG glycosylation, primary screen, uHTS, Pro5-aDG cells, AlphaScreen. activation, % at 10 µM. 360,000 tested, 0.22% active. alpha-DG glycosylation AlphaScreen (IIH6); 0% Pro5, 100% B10-LARGE cell signal;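 active = activation of at least 8% versus controls, or a plate z-score of at least 8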;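 note: Pro5 are CHO cells carrying HIG-tagged alpha-DG that lacks glycosylation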
ABHD5-PLIN5 inh: ABHD5-PLIN5 interaction inhibitors, primary screen, cell lysate, split luciferase complementation, luminescence | inhibition, % at 4 µM | 360,000 tested, 0.78% active | Split G. princeps luciferase complementation, 4 h | Perilipin-5 (Homo sapiens) + 1-acylglycerol-3-phosphate O-acyltransferase ABHD5 (Homo …;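 active = inhibition above the mean inhibition across every tested compound plus 3 SD, cut at about 22% in these data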;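 note: 0% = DMSO only wells and the 100% control is not disclosed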
NOD2-RIPK2 inh: NOD2-RIPK2 binding disruptors in cells, primary screen, fluorescence, CHO cells, BLA complementation; CCF4 ratio; inhibition, % at 4.98 µM; Receptor-interacting serine/threonine-protein kinase 2 (Homo sapiens), O43353; 360,000 tested, 0.38% active; in the data active = inhibition above about 21%;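 note: 0% = vehicle only and 100% = reference blocker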
Target sequence (O43353 whole entry, looked up): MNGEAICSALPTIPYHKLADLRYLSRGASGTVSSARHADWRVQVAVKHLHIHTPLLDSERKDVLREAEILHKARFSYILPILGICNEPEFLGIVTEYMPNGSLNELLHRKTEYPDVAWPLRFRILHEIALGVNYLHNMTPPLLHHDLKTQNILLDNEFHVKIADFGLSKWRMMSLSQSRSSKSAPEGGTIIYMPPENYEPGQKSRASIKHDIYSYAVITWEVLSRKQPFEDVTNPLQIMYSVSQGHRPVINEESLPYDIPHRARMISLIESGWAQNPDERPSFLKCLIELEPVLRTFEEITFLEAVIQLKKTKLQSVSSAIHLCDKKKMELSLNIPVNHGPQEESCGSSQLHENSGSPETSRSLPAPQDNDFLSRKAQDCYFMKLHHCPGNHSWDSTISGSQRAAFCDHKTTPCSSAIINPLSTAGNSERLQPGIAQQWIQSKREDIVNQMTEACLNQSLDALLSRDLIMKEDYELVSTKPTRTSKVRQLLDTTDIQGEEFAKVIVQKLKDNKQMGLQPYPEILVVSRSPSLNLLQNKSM
MC4R antagonist: MC4R antagonists of cAMP signaling, primary screen, cell-based, TR-FRET, antagonist arm of biased-ligand search. Melanocortin receptor 4 (Homo sapiens), P32245. MC4R-expressing cells, MTII-stimulated cAMP, LANCE TR-FRET. inhibition, % at 6.5 µM. 360,000 tested, 0.48% active. AID 540295, 2011;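 active = inhibition above its plate's cutoff, the mean of tested wells on that plate plus 3 SD, cut at about 29% in these data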;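 note: 0% = Melanotan II alone and 100% = Melanotan II plus saturating MCL0020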
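Test system: U2OS cells stably expressing human melanocortin 4 receptor (MC4R); also added: Melanotan II challenge; compound: 6.5 µM single dose; timing: 30-min compound preincubation, 1-h Melanotan II challenge, 1-h detection, room temperature; signal: Eu-cAMP/anti-cAMP TR-FRET, emission 671 nm; repeats: one well per compound, no replicates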
Vif imaging: HIV Vif self-association inhibitors, primary screen, imaging, HEK293T, single point | HEK293T cells, Vif self-association by quenched fluorescence, 24 h | AID 602346, 2012 | inhibition, % at 7.49 µM | 340,000 tested, 0.35% active; in the data active = inhibition above about 50%, passing the limit was not always enough; inconclusive = no clear call, values can overlap the other calls; inactive = below about 31%; note: some results filed as inactive read as strong as hits
TLR9-MyD88 inh: inhibitors of TLR9-MyD88 association in cells, primary screen, cell-based, CHO, BLA complementation, fluorescence. Toll-like receptor 9 (Homo sapiens) + Myeloid differentiation primary response protein …. CCF4 FRET ratio. inhibition, % at 4.98 µM. 340,000 tested, 0.21% active. AID 504734, 2011;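 active = inhibition above the mean over all tested compounds plus 3 SD, cut at about 21% in these data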;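 note: 0% = DMSO only wells and 100% = clavulanate BLA inhibitor control wells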
An asterisk follows results filed as active; ? = inconclusive; . = no result given; & = joins results of further samples.

item	compound	N-glyco inh	MC4R barr agon	Exocytosis inh	ABCB6 inh MLPCN	aDG glyco up	ABHD5-PLIN5 inh	NOD2-RIPK2 inh	MC4R antagonist	Vif imaging	TLR9-MyD88 inh
1	O=C(Nc1ccccn1)c1ccc(Cl)c(S(=O)(=O)N2CCCCCC2)c1	-3	-1.9	0	97	0.8	0	0	2	-3	-3
2	CC1CCCCN1S(=O)(=O)c1ccc(C(=O)N2CCOCC2)cc1 (configuration not stated)	2	0.5	8	91	-0.1	-1	-4	15	1	-5
3	CCCc1nnc(SCC(=O)N2CCCC2)n1Cc1ccco1	1	-0.3	1	102	-0.2	-1	-3	19	7	0
4	CC(C)CCC1(CCNC(C)c2cccs2)CCOC(C)(C)C1 (configuration not stated)	-3	2.4	21	102	0.0	-1	-18	8	9	-5
5	CCNc1nc(NC(C)C)nc(N(C#N)Cc2ccccc2)n1	-1	-0.1	1	96	0.0	-10	-3	0	.	4
6	CCN1CCN(Cc2ccc(NC(=O)c3cc(NC(=O)c4cnnc5ccccc45)cc(OC)c3)cc2C(F)(F)F)CC1	-1&-2	-1.6&-2.5	4&-1	98&94	0.2&0.0	7&15	4&-2	-4&7	1&-4	-8&-2
7	COC(=O)[C@@]12C[C@@H](CC(=O)N3CCN(C(=O)c4ccco4)CC3)C(=O)N(Cc3cccc4ccccc34)C1=CCC(C)(C)C2	.	.	-3	.	0.0	4	6	.	.	.
8	COc1ccc(-c2cc3nc(NCCN4CCCC4)n(C)c(=O)c3s2)cc1OC	2	0.3	-4	99	0.0	-4	1	-10	12	.
9	Oc1ccc(/C=N/n2c(COc3ccccc3)n[nH]c2=S)cc1O	-2	-0.4	11	101	0.0	-13	4	10	-16	-15
10	C[C@H](O)[C@@H]1C(=O)N2CCc3c([nH]c4ccccc34)[C@@H]2C[C@@H]1N(C)C(=O)c1ccco1	3	.	-8	102	0.2	10	1	.	-8	.
11	CCOc1ccccc1N(CC(=O)N1CCCCCC1)S(=O)(=O)c1ccc(C)cc1	-3	-0.4	1	97	0.7	0	-4	3	-2	-3
12	COc1cc(Br)cc(Br)c1OCC(=O)N/N=C/c1c(C)n(C)n(-c2ccccc2)c1=O	-1	-3.0	6	97	0.1	2	-11	6	11	-3
13	COc1cccc(C(O)c2nc(-c3cccc(CO)c3)cs2)c1 (configuration not stated)	0	-2.3	-10	87	0.2	4	-3	5	0	.
14	CC(C)NC(=O)C1(C)CCN1Cc1ccc(C(F)(F)F)cc1 (configuration not stated)	3	1.2	12	100	-0.2	-3	5	10	3	.
15	Cc1noc(NS(=O)(=O)c2ccc(N3Cc4ccccc4C3=O)cc2)c1C	0	-0.9	1	97	-0.1	-4	-5	3	10	-1
16	CCCc1ccc(-c2cc(N)n[nH]2)cc1	1	0.6	-1	103	0.1	-10	-3	-2	16	-9
17	O=C(NC1CCCC1)c1cc2nc(-c3ccccc3)cc(-c3ccccc3)n2n1	-3	-0.6	-1	88	0.5	-5	-10	11	-4	-3
18	CCCCn1c(=O)cc(N2CCOCC2)[nH]c1=O	1	-1.6	-3	101	0.0	25*	9	9	.	-7
19	COC(=O)[C@]1(CC(C)C)N[C@H](c2ccc(-c3ccccc3)cc2)[C@@H]2C(=O)N(C)C(=O)[C@@H]21	2	-2.1	0	100	0.2	-2	-4	6	4	0
20	O=C(NNS(=O)(=O)c1ccccc1)c1cc2cc3ccccc3nc2s1	-2	-2.7	-2	97	0.1	6	2	12	13	-6
21	O=C(c1ccco1)N1CCN(C(=O)C2CC(c3ccc(F)cc3)=NO2)CC1 (configuration not stated)	-1	-0.5	7	102	-0.1	6	-8	-1	2	11
22	Cc1cccc(C)c1-n1nnnc1C1(C)CCC(=O)N1C1CCN(Cc2ccccc2)CC1 (configuration not stated)	.	.	1	98	0.0	-7	-13	.	.	.
23	CC(=O)c1ccc(S(=O)(=O)N2CCN(CC(=O)NC(=O)NC3CCCCC3)CC2)cc1	-2	1.5	-5	98	0.5	-5	-8	-5	-3	-2
24	COc1cc(/C=C2\SC(=S)N(CCCCC(=O)O)C2=O)ccc1OS(=O)(=O)c1ccc(C)cc1	1	-2.0	2	104	6.9*	5	-1	8	-2	2
25	NNC(=O)C1=NOC(CNc2ncc(C(F)(F)F)cc2Cl)C1 (configuration not stated)	2	0.9	-1	98	-0.2	-1	-5	3	-17	-17
26	O=C1CC(NNc2ccccc2)C(=O)N1c1ccc(N2CCCCC2)cc1 (configuration not stated)	-2	-0.7	-1	101	-0.2	3	-8	4	-23	6
27	O=C(NCc1cccc(Cl)c1)C1CCCO1 (configuration not stated)	0	0.6	2	101	0.0	3	5	2	11	5
28	CC1CC(NC2=NCCS2)CC(C)(C)C1 (configuration not stated)	-2	-0.1	-5	90	-0.1	8	-13	-4	-1	2
29	NNc1nc2ccc(F)cc2s1	0	2.1	-1	102	-0.1	-3	30*	8	5	7
30	N#Cc1c(-c2ccccc2)nc(-c2ccccc2)nc1N1CCOCC1	0	2.5	-1	103	-0.1	-1	-24	2	5	-3
31	N#Cc1ccccc1C[C@H](N)C(=O)NC[C@H]1O[C@@H](n2ccc(N)nc2=O)[C@H](O)[C@@H]1O	1	-0.5	-4	100	-0.1	9	-6	4	3	-3
32	CCCn1c(NC(=O)CCNC(=O)c2ccccc2Cl)nc2ccccc21	1	-4.1	4	93	0.2	1	2	0	0	3
33	COc1ccc(-c2c(C)nn3c(C)cc(C)nc23)cc1	-4	-0.5	-5	93	-0.1	-1	-1	-3	-9	5
34	COCCOC(=O)C1=C(C)OC(N)=C(C#N)C1c1cc2cccc(C)c2nc1Cl (configuration not stated)	1	-2.2	-3	87	-0.5	-1	-2	-2	-14	-16
35	Nn1c(SCc2cccc(Cl)c2)nnc1-c1ccncc1	12	-3.2	0	97	0.1	-5	-3	-1	-1	9
36	Cc1cccc(NC(=S)NC(=O)c2ccc(Br)o2)c1C	-1	2.6	-1	95	0.2	-10	4	16	-11	0
37	O=C(COC(=O)C1=COCCO1)Nc1cccc(S(=O)(=O)N2CCOCC2)c1	4	-2.5	0	96	-0.2	3	-7	-4	5	-22
38	CC(=O)NCCNC(=O)CNC(=O)c1ccc(Cl)cc1	1	0.1	12	96	0.0	2	-6	0	1	-2
39	CCOC(=O)C1=C(CN2CCN(C(=O)c3ccco3)CC2)NC(=O)NC1c1ccc(C)cc1 (configuration not stated)	1	0.5	-1	102	-0.1	1	-8	13	-3	0
40	CCn1nc(NC(=O)c2ccncc2)c2cc3cc(C)ccc3nc21	7	-0.1	-1	99	-0.2	5	-2	-1	12	1
41	O=C1N=C(N2C=CC(=C3C=CNC=C3)C=C2)/C(=C/N=NC(=O)c2ccccc2)S1	2	0.0	-6	101	0.1	5	-2	-29	-1	-4
42	COc1ccc(C(=O)Oc2ccc3c(c2)OCO3)cc1OC	-2	-1.6	-1	103	0.0	-6	-1	6	8	5
43	O=C(O)c1ccccc1C(=O)N1CCN(Cc2ccc3c(c2)OCO3)CC1	-2	-0.6	14	98	0.0	4	-20	4	-6	0
44	O=S(=O)(NCc1ccccc1F)NCc1ccccc1F	1	-2.5	-2	92	0.2	-1	-6	14	7	-1
45	COc1cc(C2NC(=S)NC3=C2CCc2ccccc23)cc(OC)c1OC (configuration not stated)	1	-0.9	2	93	-0.1	-2	-4	-2	-6	-7
46	CC(Cc1ccco1)NC(=O)c1cccc(S(=O)(=O)N(C)C)c1 (configuration not stated)	0	-0.6	-6	96	0.1	-4	6	11	16	-3
47	CC(=O)OC1(C(C)=O)CCC2C3CC4OC45CC(O)CCC5(C)C3CCC21C (configuration not stated)	2	-1.2	-1	95	0.0	3	-7	-7	-6	-5
48	CC(NC(=O)COC(=O)C1CCN(c2ccc(C(F)(F)F)cn2)CC1)c1ccccc1 (configuration not stated)	0	3.5	1	87	1.9	11	1	9	.	10
49	O=C(O)c1ccc(NS(=O)(=O)c2cccc(C(=O)Nc3cccc(C(=O)O)c3)c2)cc1	-2	-0.6	-7	98	0.0	2	3	9	5	8
50	Cc1sc(-n2c(C)cc(/C=C3\SC(=S)NC3=O)c2C)c(C#N)c1C	-2	-3.5	-3	99	0.1	-9	2	-13	-16	2
51	O=C(C[C@@H]1C/C=C\CCC(=O)OC[C@H](Cc2ccccc2)NC1=O)N[C@@H](CO)Cc1ccccc1	-1	-1.5	-3	100	0.3	-23	-5	5	.	6
52	O=C(CSc1nnc(CSc2nc3ccccc3s2)o1)NC1CCCCC1	-2	-1.5	-2	103	-0.1	-5	-4	24	-9	-3
53	COc1ccc(OC)c(-n2c(N)c(C(=O)NCC3CCCO3)c3nc4ccccc4nc32)c1 (configuration not stated)	-1	-1.0	-2	91	3.8	2	-11	1	-6	-17
54	O=C(NC1Cc2ccccc2C1)c1cc(COc2ccc(F)cc2Cl)on1	0	-0.4	-2	99	0.0	-9	-8	-1	-2	-14
55	COC(=O)c1ccc(/C=C2/SC(=S)N(CCCC(=O)Nc3ccccn3)C2=O)cc1	-4	-1.9	-8	101	0.1	-9	-3	12	3	-4
56	CCc1cc(C(=O)NC2CCCN(Cc3ccccc3F)C2)n(C)n1 (configuration not stated)	-2	-2.0	-1	93	2.2	1	-8	2	-11	3
57	Cc1ccc(COC(=O)CCCN=C2NS(=O)(=O)c3ccccc32)cc1	-1	-3.4	25	101	0.1	-2	7	1	-30	-2
58	C/C(=N\NC(=O)CSc1ncccn1)c1ccc2c(c1)OCCO2	0	0.4	-6	91	-0.3	2	10	6	2	-5
59	C[C@H](CO)N1C[C@H](C)[C@@H](CN(C)Cc2ccc(C(=O)O)cc2)Oc2c(NS(=O)(=O)c3cn(C)cn3)cccc2C1=O	0	0.7	-4	96	0.0	16	-2	1	11	-7
60	Cc1cc(NC(=O)COc2ccc(C(C)(C)C)cc2)no1	0	0.0	7	93	-0.1	3	1	-1	?	-4
61	O=C(NCc1ccc(C(F)(F)F)cc1)C1CC(c2ccccc2[N+](=O)[O-])=NO1 (configuration not stated)	2	1.3	-1	91	0.1	20	1	7	-9	2
62	CC(NCc1cccc(OCc2ccccc2)c1)C(O)c1ccccc1 (configuration not stated)	-3	5.0	-3	101	0.7	14	-12	-3	-1	-3
63	CCCCn1c(CCNC(=O)c2ccco2)nc2ccccc21	2	-4.3	-1	102	-0.3	4	5	0	-8	0

The list is partial (hit frequency here may not be typical).
